D2 agonist: D2 dopamine receptor (human) agonism | actives 0.53% (n = 340,000) | HEK293 T-REx D2 cells, calcium flux agonist mode | AID 485358 | activation, % at 2 µM | P14416;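 active = activation over 3 SD above normal in the single-dose calcium agonist read, cut at about 30% in these data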; also: 0% is about no effect
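Tetracycline-induced HEK293 Trex cells with D2 receptor force-coupled to calcium signaling, plated overnight at 30 C and loaded with no-wash calcium dye. Calcium flux read kinetically for 180 s after compound addition; responses flag agonists.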
IDH1 R132H inh: human IDH1 R132H inhibition; O75874; IDH1-R132H enzyme, NADPH consumption, diaphorase/resazurin fluorescence; Potency, µM (doses to about 76.6 µM), inactives show at the top dose activity change, negative = inhibition, usual class: inhibitors; actives 0.093% (n = 390,000); AID 602179; also: potency is read from the fitted curve at half-maximal effect; % is scaled to controls: 0 for no effect and ±100 for the full control effect; nearly all actives have a fitted effect of over 65% in size
Target sequence (O75874 whole entry R132H, stated change not applied): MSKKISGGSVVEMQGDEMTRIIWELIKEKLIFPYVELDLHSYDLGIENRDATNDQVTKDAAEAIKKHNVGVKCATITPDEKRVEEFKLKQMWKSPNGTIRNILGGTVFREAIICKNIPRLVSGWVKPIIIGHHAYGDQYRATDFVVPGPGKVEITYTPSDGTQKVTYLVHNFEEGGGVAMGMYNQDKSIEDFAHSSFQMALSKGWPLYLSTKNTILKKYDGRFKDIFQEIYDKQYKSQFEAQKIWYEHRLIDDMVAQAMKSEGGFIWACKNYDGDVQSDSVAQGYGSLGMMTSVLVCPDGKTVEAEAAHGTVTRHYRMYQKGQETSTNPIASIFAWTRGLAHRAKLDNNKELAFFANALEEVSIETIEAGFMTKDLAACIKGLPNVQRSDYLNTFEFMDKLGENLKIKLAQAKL
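IDH1-R132H (0.5 ug/mL) preincubated 30 min with compound, then NADPH (0.016 mM) and alpha-KG (2 mM) added; 80 min at RT, pH 7.5. Remaining NADPH coupled via diaphorase/resazurin to fluorescence (540/590 nm); concentration-response curves normalized to no-enzyme control.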
rTrxR1 inhibitor: blocks rat thioredoxin reductase 1 | O89049 | actives 1% (n = 390,000) | Potency, µM (doses to about 114 µM), for the others: at the top dose activity change, negative = inhibition, actives largely listed as inhibitors | recombinant rTrxR1, NADPH fluorescence consumption, selenite substrate | AID 588453; also: potency is read from the fitted curve at half-maximal effect; % is scaled to controls: 0 for no effect and ±100 for the full control effect; nearly all actives have a fitted effect of over 65% in size
Target sequence (O89049 whole entry, looked up): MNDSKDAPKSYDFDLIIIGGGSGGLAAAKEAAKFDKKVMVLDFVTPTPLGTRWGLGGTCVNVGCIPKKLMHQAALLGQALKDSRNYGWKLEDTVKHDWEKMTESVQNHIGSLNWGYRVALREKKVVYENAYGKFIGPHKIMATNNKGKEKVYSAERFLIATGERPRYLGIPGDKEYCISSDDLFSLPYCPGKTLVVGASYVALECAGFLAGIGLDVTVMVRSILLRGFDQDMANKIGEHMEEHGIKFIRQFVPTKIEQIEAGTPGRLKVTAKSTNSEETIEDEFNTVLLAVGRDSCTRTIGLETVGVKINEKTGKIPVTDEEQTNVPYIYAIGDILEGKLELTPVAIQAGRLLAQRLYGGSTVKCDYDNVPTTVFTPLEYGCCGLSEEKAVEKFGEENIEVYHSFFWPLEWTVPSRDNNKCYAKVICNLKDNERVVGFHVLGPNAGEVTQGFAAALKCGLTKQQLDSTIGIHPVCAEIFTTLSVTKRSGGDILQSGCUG
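Rat TrxR1 (90 nM in the dispensed reagent) was pre-reduced with 400 uM NADPH for 5 min at room temperature, then incubated with compound for 15 min. After 400 uM selenite was added, NADPH fluorescence (Ex 340/Em 450 nm) was followed for 8 min.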
Pin1 inh: blocks the human prolyl isomerase Pin1; actives 0.009% (n = 390,000); Pin1 FP peptide displacement, HiFluor488, 10 min; Potency, µM (doses to about 115 µM), without a hit: at the top dose activity, negative = inhibition, most hits filed as inhibitors; active = well fitted inhibition curve with a large enough effect in the polarisation, with a control signal flat, not every such curve was filed as active; inconclusive = small, poorly fitted or top-dose-only effect, or effect the other way, or a change in a side signal; inactive = no such curve, though single readings can be large or run the other way; the % refers to the polarisation; also: potency is read from the fitted curve at half-maximal effect; % is scaled to controls: 0 for no effect and ±100 for the full control effect
Target sequence (Q13526 whole entry, looked up): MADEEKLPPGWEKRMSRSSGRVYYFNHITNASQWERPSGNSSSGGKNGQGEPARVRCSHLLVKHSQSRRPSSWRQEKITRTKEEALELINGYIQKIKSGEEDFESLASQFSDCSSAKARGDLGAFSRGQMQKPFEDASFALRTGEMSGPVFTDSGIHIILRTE
TrxR1 substrate: rat thioredoxin reductase 1 substrate activity. O89049. purified TrxR1 substrate turnover, NADPH consumption readout. Potency, µM (series often up to 114 µM), without a hit: top-dose activity change, negative = substrate turnover. actives 0.01% (n = 390,000). AID 588456; also: potency is read from the fitted curve at half-maximal effect; % is scaled to controls: 0 for no effect and ±100 for the full control effect; nearly all actives have a fitted effect of over 50% in size
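Rat TrxR1, dispensed at 90 nM, was prereduced with 400 uM NADPH (final) for 5 min at ~22 deg C, then incubated with compound 15 min before 400 uM selenite. A first-read NADPH fluorescence drop versus no-compound background flagged substrates.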
USP1-UAF1 inh: USP1/UAF1 (human) deubiquitinase inhibition. recombinant USP1/UAF1, Ub-Rhodamine cleavage fluorescence. Potency, µM (highest dose often 57.1 µM), for inactives: top-dose activity change, negative = inhibition, usual class: inhibitors. actives 0.23% (n = 390,000); also: potency is read from the fitted curve at half-maximal effect; % is scaled to controls: 0 for no effect and ±100 for the full control effect; nearly all actives have a fitted effect of over 60% in size; inactives centre near -12
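Step one: compound is pinned into 1nM USP1/UAF1 in HEPES pH 7.8 buffer with TCEP. Step two: 15 min room-temperature incubation. Step three: Ub-Rho (150nM final) starts cleavage, tracked by fluorescence over six one-minute reads.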
TRHR agonist: activates the human TRH receptor. actives 0.18% (n = 360,000). activation, % at 2 µM. TRHR cells, calcium flux fluo-8, FDSS agonist mode. AID 493084. P34981; in the data active = activation above about 30%; also: 0% is about no effect
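Steps: seed TRHR cells overnight; add fluo-8 no-wash Ca dye, RT 30 min–1.5 h; record 10 s baseline; pin-transfer compounds; monitor fluorescence 1 cycle/s for the agonist window. Calcium increases flag candidate agonists.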
D2 antag: antagonists of human D2 dopamine receptor; P14416; HEK293 TREx D2 cells, calcium flux, dopamine EC80; inhibition, % at 10 µM; actives 2% (n = 340,000); AID 485344; in the data active = inhibition above about 30%; also: 0% is about no effect
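Read-out: kinetic calcium fluorescence (1 cycle/s) in inducible HEK293 T-REx D2 cells after an EC80 dopamine addition that followed 180 s compound preincubation. Loss of the dopamine response indicates antagonism.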
TRHR PAM: allosterically enhances the human TRH receptor; P34981; TRHR cells, fluo-8 calcium fluorescence, EC20 TRH enhancement; enhancement, % at 2 µM; actives 0.66% (n = 360,000); in the data active = enhancement above about 30%; also: 0% is about no effect
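TRHR-expressing cells loaded with fluo-8 calcium dye were read kinetically (ex 480/em 530) during compound addition, then stimulated with an EC20 of TRH (10 nM final). Enhancement of the Gq-mediated intracellular calcium response was scored.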
Active calls of the source: *; ? = inconclusive; / = no result given; [ ] = remark or other dose. Unless noted, calls follow the shape of the dose curve; as a rule, active = well fitted inhibition curve with a large enough effect; inconclusive = small, poorly fitted or top-dose-only effect; inactive = no such curve, though single readings can be large or run the other way. These rows are one share of the data. The share of hits here may be higher or lower than overall.

Every second line gives: D2 agonist | IDH1 R132H inh | rTrxR1 inhibitor | Pin1 inh | TrxR1 substrate | USP1-UAF1 inh | TRHR agonist | D2 antag | TRHR PAM
[1] Cc1ccc(C)c(CN2C(=O)C3(c4ccccc42)N(c2ccc(Cl)cc2)C(=O)CS3(=O)=O)c1 (stereo not drawn)
 : -0.8 | -3% | 24% | 17% | -4% | -16% | 0.9 | / | 12
[2] COc1ccc(NS(=O)(=O)c2ccc(-c3ccccn3)s2)cc1
 : / | 1% | 19% | -12% | -6% | -2% | / | / | /
[3] CC1(C)Cc2c(C#N)c(OCC(=O)c3ccc(Cl)cc3)nc(-c3ccco3)c2CO1
 : 1.1 | 6% | -27% | -3% | -7% | -10% | 0.5 | -9 | -7
[4] CCOC(=O)c1ccc(C(=S)N2CCCC2)cc1
 : 0.0 | -6% | ? | 2% | -13% | -12% | -0.5 | -15 | -2
[5] O=C(Nc1ccccc1N1CCOCC1)c1ccc2ccccc2n1
 : / | -8% | 26%[57.1 µM] | -5% | 3%[57.1 µM] | ? | 0.3 | / | -1
[6] O=C1CC2(CCCCC2)Oc2ccccc21
 : / | 11% | 5% | 2% | 29% | -25% | / | / | /
[7] Nc1nonc1-c1nc2ccccc2n1Cc1c(Cl)cccc1Cl
 : -1.1 | 0% | 10% | ? | 3% | ? | -0.4 | / | -8
[8] COc1ccc(/C(N)=N/OC(=O)C2CCC(=O)N2S(=O)(=O)c2ccc(C)cc2)cc1 (stereo not drawn)
 : 0.1 | 0% | 8% | 2% | 12%[57.1 µM] | -9% | 0.3 | 2 | 1
[9] Cc1cc(C)n(-c2ccc(C)c(Cl)c2)n1
 : -1.6 | 3% | -18% | -4% | -10% | -11% | -0.3 | -5 | 6
[10] Cc1ccc(N(C(=O)c2csnn2)C(C(=O)NC2CCCCC2)c2ccncc2)c(C)c1 (stereo not drawn)
 : -3.0 | 9% | 13% | ? | -11%[57.1 µM] | -12% | 0.0 | -9 | -1
[11] O=C1CSC2(C(=O)N(Cc3c(F)cccc3Cl)c3ccccc32)N1c1ccc(F)c(F)c1 (stereo not drawn)
 : / | 1% | 23% | 1% | 5% | ? | -0.8 | / | -4
[12] Cn1c(=O)cc(SCC(=O)NCCN2CCN(c3ccccc3F)CC2)c2cc(Cl)ccc21
 : / | 6% | -16% | 4% | -6% | -14% | / | / | /
[13] CCC(=O)c1cn([C@@H](CCC(OC)OC)CC(=O)OC(C)(C)C)cc1CC
 : / | -2% | 2%[57.1 µM] | -6% | 8%[57.1 µM] | -21% | / | / | /
[14] COc1ccc(S(=O)(=O)NC(C)C(=O)NCc2ccncc2)cc1Cl (stereo not drawn)
 : -0.5 | -8% | 21% | -7% | 1% | -22% | 0.4 | 3 | 1
[15] CCOc1ccc(CCNC(=O)c2nnn(CC(=O)Nc3ccc(OC)c(OC)c3)c2N)cc1OCC
 : / | -17% | 40%[activator] | -4% | 5% | -12% | -0.2 | / | -11
[16] COc1ccccc1-n1c(SC)nc(O)cc1=O
 : 0.3 | 1% | 17% | 2% | 6% | -29% | 0.3 | -11 | 3
[17] Cc1ccc2nc(SCC(=O)c3ccc(Cl)cc3)nc(=O)n2c1
 : -0.6 | 0% | -7% | 1% | -6% | -9% | -0.4 | 32* | -7
[18] COc1ccccc1Nc1ncnc2c1cnn2-c1cccc(C)c1
 : 0.5 | 6% | 18% | 9% | 16% | -13% | -0.4 | 1 | 6
[19] Cc1cc2ncc(C(N)=O)cn2n1
 : 0.1 | 0% | 12%[57.1 µM] | -8% | 3%[57.1 µM] | -3% | -0.2 | -9 | -3
[20] O=C(O)COc1ccccc1/C=C1\SC(=S)N(NC(=O)c2ccccc2O)C1=O
 : -0.3 | 4% | -13% | ? | -10% | ? | 0.8 | 7 | 3

Rewritten bar-delimited: nine of the compounds above.
No. | SMILES | D2 agonist | IDH1 R132H inh | rTrxR1 inhibitor | Pin1 inh | TrxR1 substrate | USP1-UAF1 inh | TRHR agonist | D2 antag | TRHR PAM
12 | Cn1c(=O)cc(SCC(=O)NCCN2CCN(c3ccccc3F)CC2)c2cc(Cl)ccc21 | / | 6% | -16% | 4% | -6% | -14% | / | / | /
13 | CCC(=O)c1cn([C@@H](CCC(OC)OC)CC(=O)OC(C)(C)C)cc1CC | / | -2% | 2%[57.1 µM] | -6% | 8%[57.1 µM] | -21% | / | / | /
14 | COc1ccc(S(=O)(=O)NC(C)C(=O)NCc2ccncc2)cc1Cl (stereo not drawn) | -0.5 | -8% | 21% | -7% | 1% | -22% | 0.4 | 3 | 1
15 | CCOc1ccc(CCNC(=O)c2nnn(CC(=O)Nc3ccc(OC)c(OC)c3)c2N)cc1OCC | / | -17% | 40%[activator] | -4% | 5% | -12% | -0.2 | / | -11
16 | COc1ccccc1-n1c(SC)nc(O)cc1=O | 0.3 | 1% | 17% | 2% | 6% | -29% | 0.3 | -11 | 3
17 | Cc1ccc2nc(SCC(=O)c3ccc(Cl)cc3)nc(=O)n2c1 | -0.6 | 0% | -7% | 1% | -6% | -9% | -0.4 | 32* | -7
18 | COc1ccccc1Nc1ncnc2c1cnn2-c1cccc(C)c1 | 0.5 | 6% | 18% | 9% | 16% | -13% | -0.4 | 1 | 6
19 | Cc1cc2ncc(C(N)=O)cn2n1 | 0.1 | 0% | 12%[57.1 µM] | -8% | 3%[57.1 µM] | -3% | -0.2 | -9 | -3
20 | O=C(O)COc1ccccc1/C=C1\SC(=S)N(NC(=O)c2ccccc2O)C1=O | -0.3 | 4% | -13% | ? | -10% | ? | 0.8 | 7 | 3

Next entries
Every second line gives: D2 agonist | IDH1 R132H inh | rTrxR1 inhibitor | Pin1 inh | TrxR1 substrate | USP1-UAF1 inh | TRHR agonist | D2 antag | TRHR PAM
[21] C=CCn1c(CNS(=O)(=O)c2ccc(Cl)cc2)n[nH]c1=S
 : -0.2 | -13% | 9% | -18% | 1% | -15% | -0.1 | 11 | -3
[22] Cc1onc(-c2c(F)cccc2Cl)c1C(=O)N1CCCc2ccccc21
 : -0.2 | 9% | -4%[57.1 µM] | -2% | 9%[57.1 µM] | -20% | -0.1 | -9 | -6
[23] CCc1ccc(OCC(=O)NCc2nc(-c3cccc(C)c3)no2)c(Br)c1
 : -1.1 | 8% | -8% | 80%[activator] | -10% | -1% | -0.7 | / | 18
[24] CC(Oc1cccc(Cl)c1)C(=O)Nc1cc(S(=O)(=O)N2CCOCC2)ccc1N1CCCCC1 (stereo not drawn)
 : 0.4 | -2% | 32%[57.1 µM] | -6% | 3% | -23% | 0.4 | 16 | 21
[25] Nc1ncnc2c1ncn2[C@@H]1O[C@H](CNS(=O)(=O)c2ccc3c(c2)CCN(C(=O)C(F)(F)F)C3)[C@@H](O)[C@H]1O
 : / | 0% | 22% | -6% | 0% | ? | / | / | /
[26] COCCn1c(SCC(=O)Nc2ccc(C)cc2C)nc2c(oc3ccccc32)c1=O
 : 0.2 | 2% | -3% | -3% | -2% | -1% | 16 | 7 | -5
[27] COC(=O)c1ccc(C)c(N(CCO)CCO)c1
 : 0.2 | 0% | 13% | -7% | 9%[57.1 µM] | -7% | 0.2 | -8 | 2
[28] COC(=O)[C@H](CC(C)C)NC(=O)Cn1cnc2c(NCc3ccccc3)ncnc21
 : / | 2% | 27% | 3% | 4% | ? | / | / | /
[29] O=C(COc1ccc(S(=O)(=O)N2CCCC2)cc1)Nc1ccc(F)cc1
 : 0.3 | 4% | 27% | -1% | 8% | -23% | -0.4 | 12 | -1
[30] COc1ccc(N(C(=O)Cn2nnc(-c3ccc(C)o3)n2)C(C(=O)NC2CCCC2)c2ccncc2)cc1 (stereo not drawn)
 : 0.6 | 0% | 33% | 3% | 8% | -7% | 0.6 | -6 | 4
[31] Cc1ccc(S(=O)(=O)c2nc(-c3cccs3)oc2N2CCC(C(N)=O)CC2)cc1
 : / | 2% | -48%[57.1 µM] | 1% | -3%[57.1 µM] | 3% | / | / | /
[32] Cn1nc(C(F)(F)F)c2cc(NC(=O)OCC(C)(C)C)sc21
 : -0.5 | 7% | -7% | -5% | -10% | -22% | 0.4 | 10 | -4
[33] Cc1ccc(C(=O)NCCN2CCOCC2)cc1C
 : -0.8 | -9% | 2% | -8% | 5% | -12% | 0.1 | 4 | -8
[34] C[C@@H](NC(=O)OC(C)(C)C)c1nnc(S(=O)(=O)Cc2ccccc2)o1
 : 1.2 | 7% | 0.32µM* | -12% | 6% | -18% | 1.1 | -10 | -9
[35] Cc1c(NS(=O)(=O)c2ccc(NC(=O)CCC(=O)O)cc2)c(=O)n(-c2ccccc2)n1C
 : 1.2 | -5% | 2% | 0% | -4% | -16% | 2.6 | 30* | -10
[36] COc1ccc(CCNC(=O)CN(C)S(=O)(=O)c2cccc3nsnc23)cc1OC
 : 0.8 | 4% | -4% | -1% | -6% | -13% | -0.1 | 6 | -7
[37] CCOc1cc(N2CCOCC2)c(OCC)cc1NC(=O)C(NC(=O)c1c(F)cccc1F)C(C)C (stereo not drawn)
 : / | -5% | 29% | -5% | 4% | -22% | / | / | /
[38] CCOC(=O)C(C)N1C(=O)S/C(=C/c2cc(C)n(-c3ccncc3)c2C)C1=O (stereo not drawn)
 : 0.0 | 0% | 3% | 20% | -5% | -12% | 0.2 | 2 | -3
[39] O=C(Nc1cnn(Cc2ccc(F)cc2)c1)c1cc(-c2cccs2)on1
 : 0.5 | 10% | 22% | 24% | 19% | -6% | -0.3 | -10 | 12
[40] COc1ccc(C(=O)Nc2nc3ccc(S(C)(=O)=O)cc3s2)cc1
 : 0.1 | 2% | -9% | 23% | 6% | -14% | 0.2 | 16 | -3

Bioassay records: PubChem, National Center for Advancing Translational Sciences (NCATS)
